M. tuberculosis = growth inhibition of non-replicating M. tuberculosis (AID 488890) | Mycobacterium tuberculosis non-replicating, growth inhibition; higher % means a stronger effect | one-dose inhibition, % at 25 µM; IC50 in µM for titrated hits | 0.39% of 320,000 active; in the data active = a potency from the dose series; inconclusive = inhibition mostly from about 82% at the one dose, without a potency; inactive = the rest, 99 in 100 with inhibition below about 76%;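 also: plate controls were DMSO cells for no effect and high antibiotic wells for full effect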
Salmonella PhoP GFP = PhoP regulon inhibitors, Salmonella typhi PhoP promoter GFP reporter, confirmatory (AID 1850) | Salmonella Typhi PhoP-promoter GFP reporter, fluorescence, 4 h; higher % means a stronger effect | one-dose inhibition, % at 50 µM; IC50 in µM for titrated hits | 0.33% of 310,000 active; in the data active = a potency from the dose series; inconclusive = inhibition mostly from about 25% at the one dose, without a potency; inactive = the rest, 99 in 100 with inhibition below about 19%;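 also: 0% = induced wells with vehicle and 100% = uninduced wells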
inhibitors of VEEV = inhibitors of VEEV TC-83 cytopathic effect, confirmation, Vero cells (AID 588727); 0.13% of 350,000 active; one-dose inhibition, % at 20 µM; IC50 in µM for titrated hits; Vero cells, VEEV TC-83 cytopathic effect inhibition; higher % means a stronger effect; in the data active = a potency from the dose series; inconclusive = inhibition mostly from about 14% at the one dose, without a potency; inactive = the rest, 99 in 100 with inhibition below about 12%; also: strong numbers were not always called active
H37Rv inhibition = M. tuberculosis growth inhibition, HTS (AID 449762). 0.59% of 330,000 active. inhibition, % at 25 µM, or IC50 in µM where a hit was titrated. M. tuberculosis H37Rv growth inhibition, 7H9 media; higher % means a stronger effect; in the data active = a potency from the dose series; inconclusive = inhibition above about 70% without an active follow-up result;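 also: bacterial growth assessed after seven days of incubation; strong numbers were not always called active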
influenza NS1A = H1N1 influenza NS1A inhibitors, functional cell based assay (AID 504329); NS1A functional cell-based assay, percent inhibition; higher % means a stronger effect; 0.3% of 340,000 active; inhibition, % at 12.5 µM, or IC50 in µM where a hit was titrated; in the data active = a potency from the dose series; inconclusive = inhibition above about 27% without an active follow-up result; also: strong numbers were not always called active
inhibitors of VEEV 10K pilot screen = second read-out of inhibitors of VEEV, no call of its own (marks repeat the call); inhibition, %; measured here: 10K pilot screen inhibition
An asterisk follows results filed as active; i = inactive; u = inconclusive; x = not tested or not shown.

SMILES | M. tuberculosis | Salmonella PhoP GFP | inhibitors of VEEV | H37Rv inhibition | influenza NS1A | others
COCCNCC(=O)Nc1ccccc1Sc1ccccc1 | 0% | -5% | 0.1% | 5% | 8%
Cc1ccc(Cl)cc1N1CCN(C(=O)C2CCN(S(=O)(=O)c3cnc[nH]3)CC2)CC1 | -21% | 22% | 3.8% | -10% | 1%
Nc1nonc1-c1nc2ccccc2n1Cc1ccccc1 | -5% | 8% | 3.2% | 2% | -4%
COc1ccc(-c2ccc(C)cc2)cc1[C@H]1[C@@H]2C=CCC[C@@]2(C)C(=O)N1Cc1ccccc1 | 27% | 7% | i | 3% | -3%
Cc1ccc(S(=O)(=O)N2CCN(C(=O)c3ccccc3Cc3ccccc3)CC2)c(C)c1 | 17% | -6% | 3.3% | 3% | -2%
NC12CCc3c(no[n+]3[O-])C1(O)CC(c1ccccc1)=[N+]2[O-] (configuration not stated) | -5% | 4% | 0.2% | -5% | -12%
CC(C)(C)NC(=O)C(c1ccco1)N(C(=O)Cn1nnc(-c2ccc(F)cc2)n1)c1ccccc1 (configuration not stated) | 15% | 6% | x | 5% | x
Cc1ccc(Cn2nnc3c(=O)[nH]c(C4CCN(S(=O)(=O)c5cc(C)ccc5C)CC4)nc32)cc1 | 44% | 0% | 2.8% | u | -7%
CC(C)C(=O)Nc1ccc(Cl)cc1-c1nc2ccccc2[nH]c1=O | -7% | -6% | 1.2% | -10% | -24%
C=CCc1ccc(OCC(O)CN2CCC(Cc3ccccc3)CC2)c(OC)c1 (configuration not stated) | 63% | 0% | i | 6% | 7%
Cc1cc(CSc2ccccc2)ccc1NC(=O)c1cccc([N+](=O)[O-])c1 | -1% | -1% | 2.7% | -7% | 17%
Cc1ccccc1C(=O)NC(=S)N(C)C1CCCCC1 | 15% | 0% | 2.8% | 4% | -16%
Cc1cc(NC(=O)CCC(=O)N(Cc2ccc(F)cc2)C(C(=O)NC2CCCC2)c2ccco2)no1 (configuration not stated) | -8% | 5% | i | 0% | 1%
NC(=S)c1cnn2c(-c3cccc(C(F)(F)F)c3)ccnc12 | 16% | -13% | i | 11% | 3%
COc1ccc(NC(=O)c2cccc(Cn3cc(Br)cn3)c2)cn1 | 18% | -11% | 0.8% | -15% | 4%
O=C(Nc1ccon1)c1ccccc1Cl | -6% | -5% | 3.1% | -5% | -7%
O=C(Nc1cccnc1)c1cc2cc(Br)ccc2oc1=O | x | x | 0.9% | x | -3%
O=C(NCc1ccc(Cl)cc1)C(=O)NCC1OCCN1C(=O)c1ccc(Cl)cc1 (configuration not stated) | 30% | 1% | 0.1% | -2% | -11%
CC[C@@H](C(=O)[C@@H](C)[C@@H](O)[C@H](C)[C@@H]1O[C@@H]([C@@H](CC)C(=O)O)CC[C@@H]1C)[C@H]1O[C@]2(C=C[C@@H](O)[C@]3(CC[C@@](C)([C@H]4CC[C@](O)(CC)[C@H](C)O4)O3)O2)[C@H](C)C[C@@H]1C | x | x | u | x | -1%
Cc1ccc2nc(-c3ccccc3)c(CN3CCN(c4ccccc4F)CC3)n2c1 | 74% | 0% | i | 9% | 4%
Cc1cc(C)cc(-c2nnc(SCC(=O)c3c(N)n(C4CC4)c(=O)[nH]c3=O)o2)c1 | x | x | 12% | x | -5%
CN(C)c1ccc(/C=C(\NC(=O)c2ccccc2)C(=O)NCCN2CCOCC2)cc1 | -14% | 2% | 0.1% | -3% | 0%
CCn1c(SCC(=O)NCC2CCCO2)nnc1-c1ccc(Cl)cc1 (configuration not stated) | -3% | 6% | 0.6% | 0% | -15%
N#Cc1ccc(S(=O)(=O)NCC(=O)OCC(=O)N2CCCC2=O)cc1 | 6% | -7% | 1.6% | -4% | -10%
CCN(CC)c1ncnc2sc(C(=O)N3CCN(c4ccccc4)CC3)c(C)c12 | 18% | 12% | 8.5% | -1% | 5%
Cc1cc(F)ccc1NC(=O)c1cc(S(=O)(=O)N2CCOCC2)cn1C | -13% | -2% | 1.7% | 1% | 5%
COc1cc(/C=C/c2ccc3c(Br)cc(Br)c(O)c3n2)ccc1O | u | -11% | 41% | u | -10%
Cc1cccc(NC(=O)CSc2ccc(-c3ccco3)nn2)c1 | 66% | 4% | 0.9% | -7% | 5% | inhibitors of VEEV 10K pilot screen=1.1
Cn1cc(Br)c(-c2cccc(NC(=O)CCC(=O)O)c2)n1 | -14% | 5% | 2.5% | -11% | -1%
CC1CCCCC1NS(=O)(=O)CCNC(=O)c1ccccc1 (configuration not stated) | 1% | 4% | 0.8% | -7% | -14%
CCn1nc(C)cc1C(=O)Sc1cccc(Cl)c1 | 55% | 6% | 3.0% | 3% | -2%
CCN(CC)c1ccc(/C=N/N2CCN(Cc3ccc(C)cc3C)CC2)c(O)c1 | 31% | -3% | 0.9% | u | 4% | inhibitors of VEEV 10K pilot screen=3.1
CSc1ncccc1C(=O)NCC(c1ccco1)N1CCCCC1 (configuration not stated) | 4% | x | 1.6% | 0% | -16%
O=C(CC1(O)C(=O)Nc2ccccc21)c1ccc(-n2cnnn2)cc1 (configuration not stated) | -3% | 4% | 1.0% | -5% | 9%
C/C(=N\NC(=O)CCc1ccc(S(=O)(=O)N2CCOCC2)cc1)c1ccccc1Cl | 6% | 4% | 1.5% | -2% | -5%
CCNC(=S)N/N=C(\C)c1cccc([N+](=O)[O-])c1 | u | -5% | 0.3% | -4% | 7%
CCCCCCCCC(NC(=O)c1ccc(C#N)cc1)C(=O)NCCC (configuration not stated) | -6% | x | 0.9% | -7% | -3%
COc1ccc(/C=N/NC(=O)C(=O)N2CCCC2)cc1OC | -15% | 8% | 0.5% | 12% | -6%
CCOC(=O)c1c(-c2ccccc2)csc1NC(=O)C1CCCO1 (configuration not stated) | 26% | -11% | 0.2% | 5% | -2%
CCOC(=O)c1c(NC(=O)CSc2nnnn2C)sc(CC)c1C | 26% | 14% | 1.2% | 3% | 5%

18 entries from above, sorted by molar mass, falling:
SMILES | M. tuberculosis | Salmonella PhoP GFP | inhibitors of VEEV | H37Rv inhibition | influenza NS1A | others
COc1cc(/C=C/c2ccc3c(Br)cc(Br)c(O)c3n2)ccc1O | u | -11% | 41% | u | -10%
C/C(=N\NC(=O)CCc1ccc(S(=O)(=O)N2CCOCC2)cc1)c1ccccc1Cl | 6% | 4% | 1.5% | -2% | -5%
CN(C)c1ccc(/C=C(\NC(=O)c2ccccc2)C(=O)NCCN2CCOCC2)cc1 | -14% | 2% | 0.1% | -3% | 0%
Cc1cc(C)cc(-c2nnc(SCC(=O)c3c(N)n(C4CC4)c(=O)[nH]c3=O)o2)c1 | x | x | 12% | x | -5%
CCN(CC)c1ncnc2sc(C(=O)N3CCN(c4ccccc4)CC3)c(C)c12 | 18% | 12% | 8.5% | -1% | 5%
Cc1ccc2nc(-c3ccccc3)c(CN3CCN(c4ccccc4F)CC3)n2c1 | 74% | 0% | i | 9% | 4%
Cc1cc(F)ccc1NC(=O)c1cc(S(=O)(=O)N2CCOCC2)cn1C | -13% | -2% | 1.7% | 1% | 5%
CCOC(=O)c1c(NC(=O)CSc2nnnn2C)sc(CC)c1C | 26% | 14% | 1.2% | 3% | 5%
N#Cc1ccc(S(=O)(=O)NCC(=O)OCC(=O)N2CCCC2=O)cc1 | 6% | -7% | 1.6% | -4% | -10%
CCCCCCCCC(NC(=O)c1ccc(C#N)cc1)C(=O)NCCC (configuration not stated) | -6% | x | 0.9% | -7% | -3%
Cn1cc(Br)c(-c2cccc(NC(=O)CCC(=O)O)c2)n1 | -14% | 5% | 2.5% | -11% | -1%
CCOC(=O)c1c(-c2ccccc2)csc1NC(=O)C1CCCO1 (configuration not stated) | 26% | -11% | 0.2% | 5% | -2%
O=C(CC1(O)C(=O)Nc2ccccc21)c1ccc(-n2cnnn2)cc1 (configuration not stated) | -3% | 4% | 1.0% | -5% | 9%
Cc1cccc(NC(=O)CSc2ccc(-c3ccco3)nn2)c1 | 66% | 4% | 0.9% | -7% | 5% | inhibitors of VEEV 10K pilot screen=1.1
CC1CCCCC1NS(=O)(=O)CCNC(=O)c1ccccc1 (configuration not stated) | 1% | 4% | 0.8% | -7% | -14%
COc1ccc(/C=N/NC(=O)C(=O)N2CCCC2)cc1OC | -15% | 8% | 0.5% | 12% | -6%
CCn1nc(C)cc1C(=O)Sc1cccc(Cl)c1 | 55% | 6% | 3.0% | 3% | -2%
CCNC(=S)N/N=C(\C)c1cccc([N+](=O)[O-])c1 | u | -5% | 0.3% | -4% | 7%

Going on with the list.
SMILES | M. tuberculosis | Salmonella PhoP GFP | inhibitors of VEEV | H37Rv inhibition | influenza NS1A | others
COC(=O)/C(C#N)=C/c1c(Oc2cccc(C)c2)nc2ccccn2c1=O | -11% | -4% | 2.4% | -5% | -3%
CCOCCCNC(=O)c1ccc2c(c1)N=C(CC)c1cc(Br)ccc1S2 | 12% | 1% | 8.2% | 0% | -1%
Cc1nc(C(=O)NC2CCCCC2)sc1C1(C)CC(c2cccnc2)=NO1 (configuration not stated) | -2% | 4% | x | 3% | x
COc1ccc(OC)c(N/C(=N/C(=S)Nc2ccccc2)Nc2nc(C)cc(C)n2)c1 | -21% | -2% | 3.1% | 3% | x
CCOCCCNC(=O)CCC(=O)NNc1nc2ccccc2c2nc(C)nn12 | -2% | -7% | 0.1% | 2% | 6%
CCCCN(C(=O)c1cnccn1)c1c(N)n(CCC)c(=O)[nH]c1=O | 8% | x | 1.4% | -6% | 7%
O=C(O)c1ccc(N/N=C/c2cccc3nccnc23)cc1 | -8% | -11% | i | 21% | 10%
Cc1nc(C(=O)Nc2ccc(Cl)cc2)sc1C1(C)CC(c2ccccc2)=NO1 (configuration not stated) | 22% | -8% | i | 60% | -11%
CC12COC3(P(=O)(c4ccccc4)c4ccccc4)CC1CCC23CP(=O)(c1ccccc1)c1ccccc1 (configuration not stated) | 43% | -1% | i | 6% | 8%
CCn1cc(C2C3=C(CC(C)(C)CC3=O)N(c3ccc(C)cc3)C3=C2C(=O)CC(C)(C)C3)c(C)n1 | x | x | i | x | 12%
COc1ccc(C(=O)NCC(c2ccc(F)cc2)N2CCOCC2)cc1S(=O)(=O)N1CCCC1 (configuration not stated) | 15% | 1% | 1.7% | -1% | -1%
Oc1cccc2ccc[n+](CC(O)Cn3c4ccccc4c4ccccc43)c12 (configuration not stated) | -4% | 2% | i | 10% | -10%
O=C(Nc1ccc(Cl)cc1)Nn1cnnc1 | x | x | i | x | 1%
COc1ccc(Nc2nnc(-c3ccc(N4CCOCC4)c([N+](=O)[O-])c3)c3ccccc23)cc1 | x | x | 2.9% | x | 11%
COC(=O)c1c(NC(C)=O)sc(C(=O)Nc2ccccc2OC)c1C | 5% | -1% | 10% | 12% | -15%
CC(C)c1ccc(N=C2NN=C(c3cccs3)CS2)cc1 | 16% | -12% | 2.1% | -3% | 13%
O=C(c1cccc(Oc2ccccc2)c1)N1CCN(c2ccccn2)CC1 | 62% | -6% | 1.2% | -6% | -6%
CS(=O)(=O)N(C(=O)NC(=O)NC12CC3CC(CC(C3)C1)C2)C1CCCCC1 | 17% | -4% | 2.2% | 3% | -1%
O=C(C1CCN(S(=O)(=O)N2CCOCC2)CC1)N1CCN(c2ccccc2F)CC1 | 6% | -1% | 1.0% | 0% | -10%
CCOc1cc(/C=N/NC(=O)c2ccncc2)ccc1OC(=O)c1ccco1 | u | -10% | i | u | -5%
COc1cccc(CNC(=O)CCC2CCCN(C3CCOCC3)C2)c1 (configuration not stated) | 2% | 4% | 0.8% | -2% | -4% | inhibitors of VEEV 10K pilot screen=0.9
CCCSc1ccc([C@@H]2[C@H]3C(=O)N(CC)C(=O)[C@H]3[C@]3(C(=O)OC)CCCN23)cc1 | 1% | 13% | 1.0% | 19% | 3%
CN1CCN(C(=O)C2=C[C@@H](c3ccc(C(F)(F)F)cc3)C[C@@H](OCc3ccc(CO)cc3)O2)CC1 | 20% | -2% | 0.4% | 4% | -3% | inhibitors of VEEV 10K pilot screen=0.6
COCCn1c(C)nc2oc3ccc(Br)cc3c(=O)c2c1=O | 43% | -11% | 6.4% | x | 1%
Nn1cnnc1N/N=C/c1ccc(F)cc1 | u | -1% | 0.8% | 49% | 1%
Cc1ccc(S(=O)(=O)c2nnn3c2nc(N2CCC(C(N)=O)CC2)c2ccccc23)cc1C | -3% | -21% | 11% | 5% | -1%
